# Screening data (PubChem BioAssay)
# PglD DTNB = PglD (C. jejuni) enzyme inhibition | purified PglD enzyme, DTNB colorimetric CoA detection | inhibition, % at 12.5 µM | actives 0.098% (n = 360,000) | AID 602405; in the data active = inhibition above about 16%, passing the limit was not always enough; also: strong numbers were not always called active
# LGR2 inh = Drosophila LGR2 receptor signaling inhibition; inhibition, % at 9.99 µM; actives 0.35% (n = 380,000); HEK293 LGR2, CRE-luciferase, bursicon-stimulated, 4 h;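 active = drop in luminescence signal, shown as inhibition above about 50% in the replicate tests, limit read from the data, passing the limit was not always enough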;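 also: agonist challenge used bursicon conditioned medium at about half maximal strength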
# INS-1E GSIS act = primary screen for activators of insulin secretion dependent on glucose, INS-1E cells, GLuc reporter luminescence; INS-1E GLuc reporter insulin secretion, 2-3 h; activation, % at 16.6 µM; actives 0.61% (n = 370,000); AID 743287;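 active = lowest replicate activation of at least 40%, so every replicate reaches that level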;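 also: 0% = median of neutral control wells and 100% = median of IBMX positive control wells; some compounds called inactive have numbers as strong as hits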
# Cneo AK release = causes C. neoformans cell lysis | adenylate kinase release luminescence, 4 h; normalised: neutral wells 0, clomiphene wells 100 | AID 651654 | lysis activity, % at 15 µM | actives 0.2% (n = 360,000);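 active = mean lysis activity across replicates of at least 80%, whatever share of replicates individually reach that level; inactive = mean lysis activity below 80%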
#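 Assay system: C. neoformans cells. Amount: yeast cell density of 5 × 10^6 cells/mL. Technique: AK luminescence. Buffer or medium: YPD. Times: static 4 h at 37 °C with compound, 1 h detection. Dosing: single-point compound dose. Read-out: lysis from increased AK signal.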
# PGC1a acetyl inh = lowers PGC1a acetylation signal in U2OS cells | AID 651687 | AlphaScreen anti-acetyl-lysine; with virally co-expressed GCN5 acetyltransferase | actives 0.17% (n = 350,000) | inhibition, % at 15.6 µM;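 active = every replicate shows inhibition of at least 40%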;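 also: 0% = neutral control wells and 100% = positive control wells; some results beyond the cut were filed as inactive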
# ARNT-TACC3 inh = disrupts binding between human ARNT and TACC3 | Q9Y6A5 | inhibition, % at 9.99 µM | actives 0.66% (n = 390,000) | AlphaScreen His-ARNT PAS-B/GST-TACC3 binding, luminescence; TACC3 fragment carries E629A point mutation | AID 623870;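 active = mean inhibition of replicates at least 50% and at least half of replicates each reaching 50%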;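 also: 0% = complete ARNT plus TACC3 wells and 100% = ARNT alone without TACC3; many hits fall short of the cut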
# C2C12 statin = suppression of simvastatin myotoxicity; rescue of ATP level, % at 7.49 µM; actives 0.78% (n = 330,000); C2C12 myotubes + simvastatin, ATP luminescence, 48 h; scaled: DMSO 0, geranylgeraniol control 100;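 active = mean ATP rescue above about 67%, or every replicate alone reaching that limit, limit read from the data, passing the limit was not always enough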;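 also: myotubes were challenged with 10 µM simvastatin during compound exposure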
# PAX8 inh HTS = lowers PAX8-driven luciferase in RMG-I cells | RMG-I TPO-luciferase reporter, SteadyGlo, 24 h | inhibition, % at 12.6 µM | actives 1.2% (n = 360,000);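 active = mean replicate inhibition at least 60% with every replicate also reaching 60%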;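 also: luciferase light reporting Pax8 driven TPO promoter activity; plate controls were median of neutral control wells for no effect and mitoxantrone controls for full effect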
# An asterisk follows results filed as active; . = no result given; & = joins results of further samples.
SMILES,PglD DTNB,LGR2 inh,INS-1E GSIS act,Cneo AK release,PGC1a acetyl inh,ARNT-TACC3 inh,C2C12 statin,PAX8 inh HTS
C[C@@H]1CN([C@H](C)CO)C(=O)Cc2cc(NC(=O)Cn3cnnn3)ccc2O[C@@H]1CN(C)CC1CCCCC1,5.5,-8.6,9.8,-5.9,-0.7,21.4,30.3,-27.0
CCOc1ccc(N2CC(C(=O)Nc3ccc(S(=O)(=O)N4CCCC4)cc3)CC2=O)cc1 (stereo not given),1.4,-2.2,-26.7,0.9,.,6.4,-3.3,2.3
Cc1c(NC(=O)N(C)C)c(=O)n(-c2ccccc2)n1C,-3.5,.,.,0.5,11.3,-12.5,0.5,.
O=S1(=O)C[C@@H](N2CCN(CC3CC3)CC2)[C@H](COCc2ccccc2)N1,-4.4,9.0,.,-2.2,10.2,.,3.6,-0.3
O=C(Nc1ncc(S(=O)(=O)c2ccc([N+](=O)[O-])cc2)s1)c1ccc2ccccc2c1,.,20.8,-13.6,.,.,-4.6,.,19.9
C[C@@H]1CN([C@@H](C)CO)C(=O)c2cc(NS(=O)(=O)c3ccccc3)ccc2O[C@H]1CN(C)Cc1ccc(C(=O)O)cc1,2.6,20.7,5.6,-3.2,3.7,-4.6,.,.
O=C(Cn1c(C(F)(F)F)nc2ccccc21)c1ccc(Br)cc1,6.3,.,.,0.0,-18.1,1.5,-3.8,.
CCCC[n+]1ccn(-c2nc3c([N+](=O)[O-])cccc3n2C)c1,1.8,13.3,18.8,-0.2,.,-3.1,7.7,2.6
c1ccc(-c2n[nH]c(-c3ccccn3)n2)nc1,2.2&-0.7,16.0,1.5,-0.9&0.3,7.0&6.0,59.6*,-28.5,-102.6
CC[C@]1(C(=O)OC)[C@H]2C(=O)N(Cc3ccccc3)C(=O)[C@H]2[C@H]2CN=C(SCc3ccc(C(=O)OC)cc3)N21,6.6,2.8,-15.0,1.9,-4.3,1.1,10.2,-2.2
COC(=O)C1=NN(c2ccccc2)C2(S1)S/C(=C\c1ccccc1)C(=O)N2c1ccccc1 (stereo not given),-2.3,.,.,0.8,3.9,-0.3,3.2,.
CSc1nnc(-c2ccccc2)n1C,-0.3,-9.1,14.3,1.1,-0.8,5.3,3.7,.
CC(=O)N1CCN(CC(=O)Nc2cc([N+](=O)[O-])ccc2Cl)CC1,-0.4,39.1,1.0,-1.4,5.9,0.1,-3.3,13.7
CCCC#Cc1cnc2c(c1)C(=O)N([C@@H](C)CO)C[C@H](C)[C@H](CN(C)C(=O)c1cnccn1)O2,-1.0,-15.1,6.7,-0.3,13.8,7.2,22.7,.
Cc1ccc(S(=O)(=O)N(CC(=O)N(C(C)C)C(C)C)C(=O)N2CCN(C)CC2)cc1,-4.7,6.9,-8.5,12.6,-47.5,2.7,-1.6,-13.5
Cc1oc(/N=C/c2ccc3c(c2)OCO3)c(C#N)c1C,-4.6,11.9,19.1,-1.1,6.3,-1.9,8.3,.
C[C@H](CO)N1C[C@H](C)[C@@H](CN(C)C(=O)Nc2ccccc2F)Oc2ncc(-c3ccc(F)cc3)cc2C1=O,5.1,15.6,-12.8,-0.8,-19.6,22.9,16.1,.
COc1ccc(-c2coc3cc(OC(C)=O)ccc3c2=S)cc1,-0.3,-76.5,0.2,-1.7,7.6,6.6,-16.4,-145.5
CCN(CC)c1ccc(C(=O)OCC(=O)Nc2ncccn2)cc1,2.4,-2.7,-15.3,-0.9,5.1,-0.9,-1.2,-16.2
Cc1ccc(OCCNC(=O)c2ccc(C)o2)cc1,2.8,.,.,0.3,-7.7,-3.1,4.2,-16.6
CCCCN1CC(COCc2ccccc2)Oc2cccc(Oc3cc(C)c(C)c(C)c3)c2S1(=O)=O (stereo not given),3.0,8.2,8.7,1.6,2.8,-5.9,-16.3,-9.1
CC(=O)Nc1ccc(NC(=O)C2CCC(CNS(=O)(=O)c3cccc4nsnc34)CC2)cc1 (stereo not given),.,9.9,4.5,.,3.2,1.1,.,-12.7
CC(C)c1ccc(NC(=O)C2CCCN(S(=O)(=O)c3cnc[nH]3)C2)cc1 (stereo not given),0.3,-5.6,3.9,-0.2,-2.2,-10.1,-23.7,-13.8
Cc1ccc(S(=O)(=O)N/N=C/c2c(C)nn(-c3ccccc3)c2C)cc1,1.0,.,.,-1.3,-14.7,1.8,7.2,.
C[C@@H]1CCCCO[C@H](CN(C)C(=O)CCC(F)(F)F)[C@@H](C)CN([C@H](C)CO)C(=O)c2cc(NC(=O)Cc3ccccc3)ccc2O1,-1.8,-2.5,1.3,-5.0,2.0,-6.2,.,-17.2
CCOC(=O)Cn1cc(C=O)c2ccccc21,-1.5,.,.,0.2,-12.2,7.6,5.2,13.2
CC(C)(C)N(Cc1ccccc1)C(=O)c1ccncc1,-2.9,.,.,3.3,-6.6,1.8,-29.0,-5.5
Cn1c(Cc2ccccc2)nnc1SCC(=O)Nc1ccc(N2CCOCC2)cc1,-1.1,-3.8,-2.6,-2.6,.,0.2,-14.3,-3.1
COc1ccc(Nc2ccc(S(=O)(=O)N3CCCCC3)cc2[N+](=O)[O-])cc1Cl,-0.2,-4.6,-22.8,0.6,-3.0,.,-6.8,1.1
O=S1(=O)NC(=NCc2ccccc2)c2ccccc21,-0.7,-2.4,11.7,-1.4,-3.3,2.3,47.0,.
C[C@@H]1CN([C@H](C)CO)C(=O)c2cc(NC(=O)C3CCCCC3)ccc2O[C@@H](C)CCCCO[C@@H]1CN(C)Cc1ccc(C(=O)O)cc1,5.3,25.4,11.3,5.2,4.4,23.0,.,1.4
CC1(C)NC(=O)N(CC(O)Cn2nnc3ccccc32)C1=O (stereo not given),1.6,.,.,-3.9,0.6,-2.2,130.6*,.
O=C(c1ccco1)N1CCN(C(c2ccc(F)cc2)c2nnnn2Cc2cccs2)CC1 (stereo not given),3.2,-3.1,-3.5,1.7,-10.6,1.1,.,.
CCCCn1c(=O)c(CC(C)=O)nc2ccccc21,-5.9,-27.5,25.6,2.4,-2.0,.,12.1,-2.7
CN(CCOc1ccccc1)CCOc1ccccc1,-3.3,3.8,17.9,1.6,-1.1,-5.1,-7.6,2.5
Cc1ccc(SCCNC(=O)c2ccc(C)c([N+](=O)[O-])c2)cc1,-9.7,.,.,1.1,5.3,-1.8,2.0,.
O=C(C[C@H]1C[C@H]2c3cc(NC(=O)C4CCC4)ccc3O[C@H]2[C@@H](CO)O1)NC1CCCCC1,.,-10.0,4.8,.,5.3,.,-5.3,-0.6
Cc1ccc(CN2CC(N3CCN(C4CCN(C)CC4)CC3)CS2(=O)=O)cc1 (stereo not given),-1.9,14.8,11.9,-0.5,-1.7,.,7.1,-25.5
Cc1nc(N2CCCCC2)sc1C(=O)c1ccc(SCCO)c([N+](=O)[O-])c1,.,9.9,20.1,-0.5,22.1,6.9,14.4,13.6
CCn1ccc(C(=O)NC2CCCC2)n1,5.8,31.5,9.3,0.3,.,2.4,6.0,-25.0

# Some of the entries above, reformatted.
> CC(C)(C)N(Cc1ccccc1)C(=O)c1ccncc1
  PglD DTNB: -2.9; LGR2 inh: .; INS-1E GSIS act: .; Cneo AK release: 3.3; PGC1a acetyl inh: -6.6; ARNT-TACC3 inh: 1.8; C2C12 statin: -29.0; PAX8 inh HTS: -5.5

> CCn1ccc(C(=O)NC2CCCC2)n1
  PglD DTNB: 5.8; LGR2 inh: 31.5; INS-1E GSIS act: 9.3; Cneo AK release: 0.3; PGC1a acetyl inh: .; ARNT-TACC3 inh: 2.4; C2C12 statin: 6.0; PAX8 inh HTS: -25.0

> Cn1c(Cc2ccccc2)nnc1SCC(=O)Nc1ccc(N2CCOCC2)cc1
  PglD DTNB: -1.1; LGR2 inh: -3.8; INS-1E GSIS act: -2.6; Cneo AK release: -2.6; PGC1a acetyl inh: .; ARNT-TACC3 inh: 0.2; C2C12 statin: -14.3; PAX8 inh HTS: -3.1

# Continued.
SMILES,PglD DTNB,LGR2 inh,INS-1E GSIS act,Cneo AK release,PGC1a acetyl inh,ARNT-TACC3 inh,C2C12 statin,PAX8 inh HTS
Cc1cc(NC(=O)CSc2nnc(CNC(=O)c3cccc(C(F)(F)F)c3)o2)no1,-1.5,0.4,2.4,0.0,-1.1,45.7*,-2.6,-4.4
COc1ccc(C(=O)N2CCCN(C)CC2)c(OC)c1,-4.7,2.7,-6.4,-2.1,-4.4,6.0,-7.6,-0.7
CCCc1c(C)[nH]c2nc3ccccc3n2c1=O,0.2,-4.8,23.3,1.2,6.2,-1.4,16.5,-22.8
C/C=C/c1ccc(C2[C@H]3CNC[C@@H]2N3S(=O)(=O)c2cccc(F)c2)cc1 (stereo not given in full),.,8.5&9.4,-2.4&8.4,.,2.5&10.5,.,.,0.4
CCCCOC(=O)c1ccc(NC(=O)COC(=O)CSc2nc(C)cc(C)n2)cc1,-3.6,-9.8,5.3,0.7,0.9,-7.1,.,-22.8
CCC(=O)N(C)C[C@H]1Oc2ncc(C#CC(C)C)cc2C(=O)N([C@@H](C)CO)C[C@H]1C,-2.5,4.3,3.8,4.2,-1.1,-8.3,-0.8,-23.3
Cc1cccc(NC(=O)/C(C#N)=C\c2ccc(C(=O)O)cc2)c1,.,0.4,-15.6,.,-10.3,-1.2,.,16.7
COc1ccccc1C1c2[nH]c3ccccc3c2C[C@H]2C(=O)N(C3CCN(Cc4ccccc4)CC3)CC(=O)N12 (stereo not given in full),3.1,7.5,-19.3,1.1,-11.8,5.5,1.9,9.1
CCn1cc(C2=NCC(C)O2)c2ccccc21 (stereo not given),.,5.7,14.7,10.9,59.6,-10.0,-18.3,.
C[C@H]1CCCCO[C@H](CN(C)C(=O)Nc2cccc3ccccc23)[C@@H](C)CN([C@@H](C)CO)C(=O)c2cc(NS(=O)(=O)c3ccc(F)cc3)ccc2O1,0.6,16.2,9.3,2.8,-3.6,-0.3,.,87.4*
O=C(C[C@H]1C[C@H]2c3cc(NC(=O)NC4CCCC4)ccc3O[C@H]2[C@H](CO)O1)NC1CCCCC1,-1.5,15.2,-2.0,22.8,8.6,-8.2,4.4,0.9
NC(=O)C1(N2CCCCC2)CCN(C(=S)Nc2ccccc2)CC1,6.7,3.4,0.9,-0.2,.,-4.1,.,11.2
COc1cccc(CN2CCCCN3[C@@H](CO)[C@H](c4ccc(C#Cc5cccnc5)cc4)[C@@H]3C2)c1,17.5,-14.9,-8.9,-1.7,-2.5,-0.1,17.2,-26.7
O=C(NCc1cccc(Cl)c1)c1cccc2c(-c3cccnc3)coc12,-4.8,5.4,-18.2,-2.0,10.5,.,-9.2,-6.5
COc1cccc(NC(=O)CN(C)C(=O)CSc2nc(C)cc(C)n2)c1,4.4,6.5,4.3,0.5,-9.9,.,4.2,-3.4
CCc1ccc(CNC(=O)CCn2nc(C)c3c(C)n(-c4ccccc4)nc3c2=O)cc1,1.4,-1.0,-2.4,-1.1,-9.8,-7.5,-9.1,7.0
COC(=O)c1[nH]c2cccc(Cl)c2c1NC(=O)CN(C)C1CCCCC1,2.2,.,.,0.6,4.9,-5.1,8.0,.
CC1CCCCN1C(=O)CSc1nnc(-c2c[nH]c3ccccc23)o1 (stereo not given),-5.3,.,.,-1.0,5.1,8.0,33.6,.
O=C(NN=C1CCCC1)c1ccccc1[N+](=O)[O-],-6.1,0.0,13.9,2.1,-7.8,-0.3,22.4,-8.7
COc1cc(CNC(=O)Nc2nc(C(N)c3ccccc3)cs2)cc(OC)c1OC (stereo not given),-4.7,-6.5,-3.5,-0.8,3.6,.,7.7,12.0
COc1ccccc1S(=O)(=O)N[C@@H]1C=C[C@H](CC(=O)NCc2cccc(F)c2)O[C@H]1CO,2.8,-10.4,10.3,0.7,2.6,-6.7,4.5,0.2
